ERp5 block – inhibitors of human ERp5. Q15084. ERp5 insulin aggregation, absorbance 650 nm, 90 min. inhibition, % at 9.99 µM. 350,000 tested, 0.05% active;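 active = mean replicate inhibition above about 25%, with every replicate also reaching it, limit read from the data, passing the limit was not always enough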
Target sequence (Q15084 whole entry, looked up): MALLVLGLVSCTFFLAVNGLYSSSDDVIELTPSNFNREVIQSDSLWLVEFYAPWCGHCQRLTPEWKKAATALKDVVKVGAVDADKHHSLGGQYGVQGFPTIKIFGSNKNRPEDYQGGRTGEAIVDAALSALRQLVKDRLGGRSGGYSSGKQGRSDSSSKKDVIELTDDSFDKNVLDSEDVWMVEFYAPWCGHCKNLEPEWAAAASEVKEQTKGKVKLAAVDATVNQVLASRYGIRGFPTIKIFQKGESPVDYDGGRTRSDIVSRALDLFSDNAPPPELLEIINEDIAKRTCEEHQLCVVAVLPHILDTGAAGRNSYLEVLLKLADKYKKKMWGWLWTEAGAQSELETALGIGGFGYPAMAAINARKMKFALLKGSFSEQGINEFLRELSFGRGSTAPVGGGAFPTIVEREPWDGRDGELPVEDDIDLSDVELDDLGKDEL
SIRT5 inh – blocks human SIRT5 desuccinylation of peptide; Q9NXA8; Purified SirT5, succinyl-peptide AMC, trypsin-coupled fluorescence; inhibition, % at 15 µM; 330,000 tested, 1.1% active; in the data active = inhibition above about 15%
Target sequence (Q9NXA8 whole entry, looked up): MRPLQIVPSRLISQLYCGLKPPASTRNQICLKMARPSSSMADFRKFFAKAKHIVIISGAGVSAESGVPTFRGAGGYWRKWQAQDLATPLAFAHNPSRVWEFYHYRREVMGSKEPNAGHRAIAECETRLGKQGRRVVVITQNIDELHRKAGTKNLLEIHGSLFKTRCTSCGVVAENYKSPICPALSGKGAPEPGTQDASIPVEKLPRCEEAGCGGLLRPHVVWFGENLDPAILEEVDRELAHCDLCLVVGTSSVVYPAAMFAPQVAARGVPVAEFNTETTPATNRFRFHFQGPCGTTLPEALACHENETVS
* marks the source's active call; other numbers are inactive results; & = joins results of further samples.

SMILES	ERp5 block	SIRT5 inh
CC(=O)N1CC2(C1)[C@H](c1ccccc1)[C@@H](CO)N2Cc1cccc(Cl)c1	-1	4
O=C(C[C@@H]1CC[C@@H](NC(=O)C2CCOCC2)[C@H](CO)O1)NCc1ccncc1	8	1
CCCNC(=O)N1CCC2(CC1)CN(C(=O)Nc1ccc(F)cc1)[C@@H](CO)c1[nH]c3cc(OC)ccc3c12	7	2
O=S1(=O)CC(N2CCCC2)CN1Cc1cn(Cc2ccccc2)nn1 (stereo not drawn)	-11	28*
CC(C)(C)NC(=O)C1C(c2ccccc2)=Nc2ccccc2N1C(=O)c1ccc(C(F)(F)F)cc1 (stereo not drawn)	-6	-1
Cc1ccccc1-c1ccc([C@H]2[C@H](CO)N3C(=O)CN(C(=O)Nc4cccc(F)c4)C[C@@H]23)cc1	-2	3
CC(C)CC#Cc1ccc([C@@H]2[C@@H](CO)N3C(=O)CN(C(=O)NC4CCCCC4)C[C@@H]23)cc1	-1	7
O=C(C[C@@H]1CC[C@@H](NC(=O)CC2CC2)[C@H](CO)O1)NCc1ccccc1	-2	-4
COc1ccc(S(=O)(=O)Nc2ccc3c(c2)C(=O)N([C@H](C)CO)C[C@@H](C)[C@H](CN(C)C(=O)NC2CCCCC2)OCCCC[C@H](C)O3)cc1	14	13
COc1ccc2c3c(n(C)c2c1)[C@@H](CO)N(C(=O)C1CC1)CC31CCN(C)CC1	-13	9
CCOC(=O)[C@]12Cc3c(cc(OC)c(OC)c3OC)[C@H]1N(Cc1ccccc1)C(=O)c1cc(OC)ccc12	-3	-1
COC(=O)C[C@H]1CC[C@H]2[C@@H](COc3ccc(NC(=O)c4ccc(OC)cc4)cc3C(=O)N2C)O1	-4	-2
Fc1cccc(-c2ccc(C3[C@H]4CNC[C@@H]3N4CC3CCOCC3)cc2)c1 (stereo partly drawn)	3	-2
COC(=O)C1=C(C)N(Cc2ccccc2C(F)(F)F)C(=NCc2cc(OC)c(OC)c(OC)c2)NC1c1cccc(Cl)c1 (stereo not drawn)	0	-19
O=C(OCC(=O)N1CCN(c2ccccc2)CC1)c1cnc(Cl)c(Cl)c1	2	-2
COCCn1c2nc(=O)n(-c3ccccc3)c(=O)c-2nc2ccccc21	-1	-4
CC=Cc1ccc2n(c1=O)C[C@@H]1[C@@H](CO)[C@H](C(=O)NCc3ccccn3)N(CCC)[C@H]21 (mixture of isomers)	7	-8
CCC(=O)N1[C@@H](CO)[C@@H](c2ccccc2)C12CN(C(=O)c1ccc3c(c1)OCO3)C2	9	-1
COc1ccc2c3c([nH]c2c1)[C@@H](CO)N(C(=O)CN(C)C)CC31CCN(C(=O)c2ccncc2)CC1	3	-2
CCS(=O)(=O)Nc1ccc2c(c1)C(=O)N(C)C[C@@H](OC)[C@@H](C)CN(Cc1ccccn1)[C@@H](C)CO2	2	2
CC(C)CNC[C@@H]1[C@@H](c2ccccc2)[C@@H](CO)N1Cc1ccc(F)cc1	-2	2
N#CC1=C(N)OC2=C(CC/C2=C\c2ccccc2Cl)C1c1ccccc1Cl (stereo not drawn)	5	-2
Cc1ccc(N(CC(=O)N/N=C/c2cccnc2)S(=O)(=O)c2ccccc2)cc1	0	9
N#C[C@H]1[C@H](c2ccccc2-c2ccccc2)[C@H](CO)N1C(=O)NC1CCCCC1	-1	2
COCC(=O)N1CC2(C1)[C@H](c1ccccc1)[C@@H](CO)N2C(=O)c1cccnc1	-5	-6
C[C@H](C(=O)N(C)C[C@H]1OCc2ccccc2-c2c(n(C)c3ccccc23)C(=O)N([C@H](C)CO)C[C@H]1C)c1ccccc1	6	5
c1ccc(CN2CCCC3CC2c2ccccc23)cc1 (stereo not drawn)	-5	-4
COc1ccc2c3c([nH]c2c1)[C@H](CO)N(C(=O)Nc1c(C)noc1C)CC31CCN(CC2CCCC2)CC1	0	3
NC(=O)c1c(N)[nH]c(C(=O)c2ccccc2)c1-c1ccc2c(c1)OCO2	-1	1
CCc1sc(N2[C@H](C#N)[C@H](c3ccccc3-c3ccccc3)[C@H]2CO)nc1C	0	-3
C[C@H]1CN([C@@H](C)CO)C(=O)c2cc(-c3ccncc3)cnc2O[C@@H]1CN(C)CC1CCCCC1	12	-4
CCCC#Cc1ccc([C@@H]2[C@@H](CO)N3C(=O)CN(C(=O)CN4CCOCC4)C[C@H]23)cc1	6	0
O=C(C1CC1)N1CC2(C1)[C@@H](c1ccccc1)[C@@H](CO)N2C(=O)CC1CC1	8	3
O=C1CN(Cc2ccccc2)C[C@@H]2[C@@H](c3ccc(-c4ccccc4F)cc3)[C@H](CO)N12	4	3
CC(C)(C)OC(=O)N1CCCN(C(c2ccnc3ccccc23)c2nnnn2-c2ccc3c(c2)OCCO3)CC1 (stereo not drawn)	2	-1
COc1ccc2c(c1)C(CC(C)=O)N(c1ccc(-c3cnc(OC)nc3)cc1)C(c1ccsc1)=C2 (stereo not drawn)	-8	-5

An excerpt of these results, as labelled records.
compound: CCc1sc(N2[C@H](C#N)[C@H](c3ccccc3-c3ccccc3)[C@H]2CO)nc1C
  ERp5 block = 0
  SIRT5 inh = -3
compound: C[C@H]1CN([C@@H](C)CO)C(=O)c2cc(-c3ccncc3)cnc2O[C@@H]1CN(C)CC1CCCCC1
  ERp5 block = 12
  SIRT5 inh = -4
compound: CCCC#Cc1ccc([C@@H]2[C@@H](CO)N3C(=O)CN(C(=O)CN4CCOCC4)C[C@H]23)cc1
  ERp5 block = 6
  SIRT5 inh = 0
compound: O=C(C1CC1)N1CC2(C1)[C@@H](c1ccccc1)[C@@H](CO)N2C(=O)CC1CC1
  ERp5 block = 8
  SIRT5 inh = 3

Next section
SMILES	ERp5 block	SIRT5 inh
O=C(O)C[C@H]1C[C@@H]2c3cc(NC(=O)Cc4ccncc4)ccc3O[C@@H]2[C@H](CO)O1	-2	-4
CN1CCN(C(=O)c2ccc(NC(=O)c3ccc(Br)o3)cc2)CC1	-4	-4
COC(=O)c1ccc2nc(-c3ccc(OC)c(OC)c3)c(Cc3cccc(F)c3)n2c1	-2	-1
C[C@H](CO)N1C[C@H](C)[C@@H](CN(C)Cc2ccc(C(=O)Nc3ccccc3N)cc2)Oc2ccc(NC(=O)C3CC3)cc2C1=O	-1	4
CC(=O)N(C)c1ccc(NC(=O)Nc2ccc(C)c(C)c2)cc1	-4	-3
O=C(C1CC1)N1CC(=O)N2[C@H](C1)[C@H](c1ccc(Br)cc1)[C@@H]2CO	3	2
O=C(c1ccccc1F)N1CC(=O)N2[C@@H](CO)[C@@H](c3ccc(-c4cccnc4)cc3)[C@@H]2C1	1	0
COc1cccc(-c2ccc([C@@H]3[C@H](CO)N(C(=O)C4CC4)C34CN(C(C)=O)C4)cc2)c1	0	-1
COc1ccc(S(=O)(=O)NC(N)=NCCc2ccc(OC)c(OC)c2)cc1	-7	0
Cc1nc2ccccc2n1CC(=O)NN	-2	-6
N#C[C@@H]1[C@H](c2ccc(C#CC3CCCC3)cc2)[C@H](CO)N1C(=O)c1cccc(F)c1	1	-2
CCC(=O)N[C@H]1CC[C@@H](CC(=O)NCC2CC2)O[C@@H]1CO	4	0
O=C(/C=C/c1ccc(S(=O)(=O)N2CCOCC2)cc1)NC(=S)Nc1ccc(Cl)cc1Cl	-9	-3
Cc1cc(C(=O)NCCN2C(=O)S/C(=C\c3cccs3)C2=O)ccc1[N+](=O)[O-]	3	-3
O=C(N[C@H](Cc1ccccc1)C(=O)NCC1CCCCC1)[C@H]1O[C@@H](n2ccc(=O)[nH]c2=O)[C@H](O)[C@@H]1O	3	2
CC(=O)Nc1ccc(S(=O)(=O)NCCNc2ccccc2[N+](=O)[O-])cc1	1	-1
O=C(NCc1ccccc1)C(c1ccccc1)n1c(C2CC2)nc2ccccc21 (stereo not drawn)	5	-3
O=C1CCC/C1=C/Nc1ccc(Cl)cc1	3	0
CCCC#Cc1ccc([C@H]2[C@H](CO)N3C(=O)CN(S(=O)(=O)Cc4ccccc4)C[C@@H]23)cc1	-2	-1
O=C1C(=Cc2cccc(Cl)c2)Cc2ccccc21	-1	3
COc1ccc(C(C)(C)C)cc1N1C(=O)[C@@H]2CSCCS(=O)(=O)N2C1=O	-3	-1
C[C@@H]1Cc2[nH][nH]c(=O)c2[C@H](c2ccc(Cl)cc2)O1	5	-3
COCC(=O)N1CC(=O)N2[C@H](C1)[C@H](c1ccc(-c3ccccc3)cc1)[C@@H]2CO	1	2
O=C(C[C@H]1C=C[C@@H](NS(=O)(=O)c2ccccc2)[C@H](CO)O1)N1CCN(c2ccccc2)CC1	-1	-4

Ordered by length of the SMILES (descending): some entries from above
SMILES	ERp5 block	SIRT5 inh
COc1ccc(C(C)(C)C)cc1N1C(=O)[C@@H]2CSCCS(=O)(=O)N2C1=O	-3	-1
C[C@@H]1Cc2[nH][nH]c(=O)c2[C@H](c2ccc(Cl)cc2)O1	5	-3
O=C1CCC/C1=C/Nc1ccc(Cl)cc1	3	0

(more compounds)
SMILES	ERp5 block	SIRT5 inh
COc1cccc(C(=O)CC(=O)C(=O)Nc2cc(OC)ccc2OC)c1	1	-3
CC(=O)N1CC(=O)N2[C@H](CO)[C@@H](c3ccc(C#CC(C)C)cc3)[C@H]2C1	-5	0
O=C(c1ccc2c(c1)OCO2)N1CC(=O)N2[C@@H](CO)[C@H](c3ccc(C#CCC4CCCC4)cc3)[C@@H]2C1	-2	13
COC(=O)c1ccc2nc(-c3cccc(Cl)c3)c(Cc3ccccc3)n2c1	-18	-2
CC(=O)N1CC2(C1)[C@H](c1ccc(-c3ccccc3C)cc1)[C@@H](CO)N2C(=O)CC1CC1	-4	-3
CCCNC(=O)[C@@H]1[C@@H](CO)[C@@H]2Cn3c(ccc(-c4ccccc4OC)c3=O)[C@@H]2N1S(C)(=O)=O	-9	-22
O=C1CN(S(=O)(=O)c2cccc(F)c2)C[C@@H]2[C@H](c3ccc(C4=CCCC4)cc3)[C@H](CO)N12	2	4
CO[C@@H]1CN(C)C(=O)c2ccc(NC(=O)Nc3ccc(F)cc3)cc2OC[C@@H](C)NC[C@@H]1C	-1	7
COc1cc(OC)cc(C2=Cc3ccc(OC)cc3C(CC(C)=O)N2c2ccc(C#CC3(N)CCCCC3)cc2)c1 (stereo not drawn)	-2	5
CC(C)(C)NC(=O)C(c1ccc(C(F)(F)F)cc1)n1c(=O)c(-c2ccco2)nc2ccccc21 (stereo not drawn)	2	0
O=[N+]([O-])c1ccc(S(=O)(=O)NCC(c2cccnc2)N2CCOCC2)cc1 (stereo not drawn)	6	-4
Fc1ccccc1CN1[C@@H]2CNC[C@H]1C2c1ccc(-c2ccncc2)cc1 (stereo partly drawn)	0	-3
O=C(NCc1ccccc1)C1C(=O)Nc2ccccc2C(=O)N1Cc1ccccc1 (stereo not drawn)	1	7
COc1ccc(/C=N/NC(=O)CNC(=O)c2ccc(S(=O)(=O)N3CCCC3)cc2)c(OC)c1	-8	1
COc1ccccc1S(=O)(=O)N1[C@@H]2CNC[C@H]1C2c1ccc(-c2cccnc2)cc1 (stereo partly drawn)	-3&9	-4&1
COCC(=O)N1[C@H](CO)[C@@H](c2ccccc2)C12CN(C(=O)Cc1ccccn1)C2	-2	0
C/C=C/c1ccc([C@@H]2[C@@H](CO)N3C(=O)CN(Cc4ccc(F)cc4)C[C@@H]23)cc1	-2	-1
O=S1(=O)N[C@H](Cc2ccccc2)COc2cc(N3CCOCC3)ccc21	-4	0
N#C[C@@H]1[C@@H](c2ccccc2-c2ccc(F)cc2)[C@H](CO)N1C(=O)NC1CCCCC1	-1	0
COc1ccc2c3c([nH]c2c1)[C@@H](CO)N(C(=O)Nc1ccc(F)cc1)CC31CN(Cc2ccc(F)cc2)C1	-1	2
O=C(N[C@H](C(=O)N1CCC[C@H]1C(=O)NC1CCCC1)c1ccccc1)c1ccc(Cl)c(Cl)c1	1	3
O=C(c1ccccc1F)N1CC(=O)N2[C@@H](CO)[C@H](c3ccc(-c4ccc(F)cc4)cc3)[C@@H]2C1	-4	-5
COc1cc(CN2CC3(CN(C(=O)Nc4cccc(F)c4)C3)c3c(n(C)c4cc(OC)ccc34)[C@H]2CO)cc(OC)c1	-2	10
CCOc1ccc(NC(=O)CC)cc1	-4	4
Cc1cccc(CN2CCN(C3CN(Cc4cn(Cc5cccc(C(F)(F)F)c5)nn4)S(=O)(=O)C3)CC2)c1 (stereo not drawn)	2	4
C[C@H]1CN([C@@H](C)CO)C(=O)c2c(c3ccccc3n2C)-c2ccccc2CO[C@@H]1CN(C)Cc1ccc(Oc2ccccc2)cc1	-2	1

Screening data from PubChem.

Only part of the results is shown; the hit share may differ from the screen's.
